SR-BI HDL uptake – mouse SR-BI HDL lipid transfer inhibition; ldlA[mSR-BI] CHO cells, DiI-HDL uptake fluorescence, 3 h; inhibition, % at 12.5 µM; 320,000 tested, 0.96% active; AID 488896;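 active = mean replicate inhibition of at least 70% and a set share of replicates each scoring 70 or more; inconclusive = meets just one of the two criteria; inactive = fails both criteria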;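 also: 0% = median of neutral control wells and 100% = median of positive control wells; values of inactives mirror those of a sister screen read the other way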
Target sequence (Q61009 whole entry, looked up): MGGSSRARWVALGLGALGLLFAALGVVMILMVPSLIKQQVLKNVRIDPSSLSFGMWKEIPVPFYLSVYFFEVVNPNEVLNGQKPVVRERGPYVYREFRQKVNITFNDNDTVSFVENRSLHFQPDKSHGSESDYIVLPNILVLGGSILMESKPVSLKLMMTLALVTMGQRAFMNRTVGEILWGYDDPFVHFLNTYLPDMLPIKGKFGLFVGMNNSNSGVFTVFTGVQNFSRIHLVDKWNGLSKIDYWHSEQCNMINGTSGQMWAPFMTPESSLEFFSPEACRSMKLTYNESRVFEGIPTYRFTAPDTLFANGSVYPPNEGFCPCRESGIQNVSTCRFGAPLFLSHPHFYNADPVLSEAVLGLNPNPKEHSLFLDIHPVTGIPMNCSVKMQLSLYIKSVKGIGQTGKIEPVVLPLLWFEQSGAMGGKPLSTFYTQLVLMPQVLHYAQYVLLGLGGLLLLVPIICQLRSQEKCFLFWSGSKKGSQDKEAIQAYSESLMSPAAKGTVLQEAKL
Wnt bcat act – activators of Wnt/beta-catenin signaling; 300,000 tested, 1.2% active; activation, % at 9.35 µM; Wnt/beta-catenin reporter cell assay, activator, plate reader; AID 743398; in the data active = activation above about 30%, passing the limit was not always enough; inconclusive = no clear call, values can overlap the other calls;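 also: 0% = neutral control wells and 100% = positive control wells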
phage Ecoli inh – E. coli growth loss with phage present. 360,000 tested, 0.26% active. growth absorbance. AID 651602. inhibition, % at 11.9 µM; in the data active = inhibition above about 11%
Tat transport – inhibitors of E. coli Tat protein transport | inhibition, % at 10 µM | 340,000 tested, 0.036% active | E. coli MC4100 TorA-mCherry Tat export, fluorescence | AID 488895;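 active = mean replicate inhibition at least 50% and at least half of replicates individually reaching 50%; inconclusive = only one of the two criteria met; inactive = neither criterion met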;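 also: exported cargo escapes ClpAP degradation while cytoplasmic cargo is degraded and loses fluorescence; 0% = median of neutral control wells and 100% = median of NaSCN control wells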
MITF act – increases MITF-driven TRPM1 promoter luciferase signal; 300,000 tested, 0.75% active; activation, % at 12.5 µM; SK-MEL-5 TRPM1-promoter luciferase, 24 h; % of positive control, neutral wells = 0;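 active = mean activation of at least 80% with every replicate also reaching 80%; inconclusive = mean reaches 80% but some replicate falls short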;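 also: 0% = neutral control wells and 100% = parthenolide positive control wells; values of inactives mirror those of a sister screen read the other way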
E coli growth – bacterial growth inhibition, counter-screen for AddAB inhibitors. E. coli V3065 growth, OD600 absorbance, 18 h. inhibition, % at 11.9 µM. 330,000 tested, 0.27% active;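 active = inhibition above the campaign's mean inhibition across all tested compounds plus 3 SD, cut at about 9.9% in these data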;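 also: uninfected addAB+ strain grown without phage in ampicillin broth; 0% = DMSO wells and 100% = ciprofloxacin 0.95 µg/ml wells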
CAL PDZ FP-1 – CAL PDZ (human) peptide binding inhibition; Q9HD26; purified CAL PDZ, TMR-peptide fluorescence polarization, 1 h; inhibition, % at 24.9 µM; 300,000 tested, 0.92% active; AID 602252;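 active = mean inhibition of at least 30% with at least half of replicates also reaching 30%; inconclusive = no clear call, values can overlap the other calls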;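 also: 0% = DMSO neutral control and 100% = excess unlabeled competitor peptide PRC23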
AddAB inh – less growth of phage-infected E. coli with AddAB; inhibition, % at 11.9 µM; 330,000 tested, 0.29% active; E. coli expressing H. pylori AddAB, absorbance growth; in the data active = inhibition above about 12%;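 also: 0% = vehicle wells of infected cells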
SR-BI uptake up – activators of SR-BI mediated HDL lipid uptake | CHO ldlA[mSR-BI] cells, DiI-HDL uptake fluorescence, 3 h; 100 = double the neutral-control signal | activation, % at 12.5 µM | 320,000 tested, 0.096% active | AID 504775;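 active = mean replicate activation of at least 60% and every replicate at or above 60%; inconclusive = mean or all-replicate condition met, but not both; inactive = mean below 60% and not all replicates reaching 60%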;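 also: 0% = median plate neutral-control signal and 100% = twice that signal; values of inactives mirror those of a sister screen read the other way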
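Material: SR-BI-overexpressing, LDLR-lacking CHO cells | Dosing: Single compound concentration, delivered by pin transfer | Probe or stimulus: Labelled HDL, 10 µg/mL | Signal: Bottom-read cell fluorescence after medium removal, ex 550/em 595 nm | Schedule: 3 h, 37 °C | Evaluation: HDL uptake via cellular fluorescence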
CAL PDZ FP-2 – blocks peptide binding to human CAL PDZ domain | purified CAL PDZ, TMR-peptide fluorescence polarization, 1 h | inhibition, % at 20 µM | 330,000 tested, 0.02% active | AID 504414;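 active = highest replicate inhibition of at least 40%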;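 also: plate controls were DMSO neutral control wells for no effect and unlabeled competitor peptide control wells for full effect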
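System: purified tagged CAL PDZ domain construct (CerCALP). Schedule: 1 h incubation at room temperature before polarization reading. Medium: 25 mM sodium phosphate pH 7.4, 150 mM NaCl, TCEP, IgG, Thesit. Read-out: percent inhibition from loss of millipolarization. Measured by: FP readout, S and P plane fluorescence. Probe or stimulus: fluorescent TMR peptide probe.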
Starred values were filed as active, the others as inactive; ? = inconclusive; / = not tested or not shown; & = joins results of further samples.

SMILES | SR-BI HDL uptake | Wnt bcat act | phage Ecoli inh | Tat transport | MITF act | E coli growth | CAL PDZ FP-1 | AddAB inh | SR-BI uptake up | CAL PDZ FP-2
CCCCc1ccc(NC(=S)N2CCN(C(=O)c3ccco3)CC2)cc1 | 6 | -1 | 0.8 | -2 | -4 | / | -1 | / | -6 | -3.2
O=C(NC1CCCc2c1cnn2-c1ccccc1F)c1ccccn1 (centres undefined) | -16 | -3 | 1.1 | -4 | 9 | 0.9 | 0 | 0.4 | 16 | -1.3
CC(C)(C)c1nc[nH]c(=O)c1Br | -17 | 0 | 3.2 | 1 | -4 | 3.0 | -1 | 1.9 | 17 | -0.6
CCc1c(C)nc2ncnn2c1NC1CCCc2ccccc21 (centres undefined) | -2 | -1 | 3.4 | 7 | -19 | 1.1 | -1 | 0.7 | 2 | -1.1
O=C(O)CCC(=O)NNC(=O)c1ccc([N+](=O)[O-])cc1 | / | 0 | 3.7 | 9 | -1 | 0.8 | -7 | 1.0 | / | -3.0
COc1ccccc1/C=C/C=N/n1c(-c2ccccc2)n[nH]c1=S | / | 2 | -0.6 | -8 | 6 | -1.0 | -2 | -0.4 | / | -3.5
CCCCN(C)CCCNC(=O)c1cn(CC)c2ccc(S(=O)(=O)N3CCOCC3)cc2c1=O | -9 | -2 | 2.5 | -2 | 11 | -4.0 | -5 | 1.8 | 9 | -1.3
CCOC(=O)C1=C(C)Nc2nc(SCC(=O)OC)nn2C1c1cc(F)cc(F)c1 (centres undefined) | 37 | -1 | 3.0&1.2 | -6&1 | 4&5 | -0.4 | 0&-1 | -0.7 | -37 | -2.4&-0.5
Cc1ccc2c(c1)nnn2C1CCN(S(=O)(=O)c2ccc3ccccc3c2)CC1 | -4 | / | 1.6 | 1 | -5 | 0.2 | -4 | 2.8 | 4 | -3.1
COCOc1cc(O)c2c(=O)c(OCOC)c(-c3ccc(OCOC)c(OCOC)c3)oc2c1 | 22 | -2 | 1.8 | 5 | 15 | -1.2 | -2 | 5.2 | -22 | -1.5
COn1c(SCc2ccc(Cl)cc2)nc2ccccc2c1=O | 13 | -5 | -0.2 | -2 | 12 | 3.2 | -1 | 0.7 | -13 | -0.3
Cc1ccc2[nH]cc(CCNC(=O)Nc3ccccc3)c2c1 | -6 | / | 3.2 | 3 | -3 | -0.1 | / | 0.8 | 6 | -1.7
CC(=O)N/N=C(\C)C1COc2ccccc2O1 (centres undefined) | 7 | 4 | 1.2 | 6 | / | 0.3 | / | 0.1 | -7 | 0.2
COC(=O)CSc1nc2ccc(C)cc2cc1C#N | -11 | 67* | 3.8 | -1 | 53 | 0.5 | -3 | -1.4 | 11 | -1.9
CN(C)S(=O)(=O)c1cccc(NC(=S)NN=C(Cc2ccccc2)Cc2ccccc2)c1 | 32 | 3 | 1.4 | -4 | -1 | 1.6 | -3 | 2.0 | -32 | 0.1
Cc1ccc(OCC(=O)NCc2ccc3c(c2)OCO3)c([N+](=O)[O-])n1 | -18 | -1 | 3.2 | -3 | -8 | 4.2 | -5 | 0.2 | 18 | -1.9
S=C(c1ccc(-c2ccc(Cl)cc2)o1)N1CCCCC1 | / | / | 3.5 | 3 | 83* | -0.2 | / | 2.8 | / | -0.3
O=C(CCNS(=O)(=O)c1ccccc1)OCC(=O)c1ccc[nH]1 | 9 | -1 | 0.0 | -8 | -3 | 1.5 | -2 | 1.2 | -9 | -2.1
CCOC(=O)COn1c(-c2cccc(Cl)c2)nc2ccc([N+](=O)[O-])cc21 | 23 | / | 3.0 | 3 | 87* | -1.9 | -3 | 3.9 | -23 | 1.3
Cc1ccc(NC(=O)CN2c3cccc4cccc(c34)S2(=O)=O)cc1 | 25 | -2 | 1.2 | 4 | -2 | -0.6 | 1 | 4.5 | -25 | -0.9
NNC(=O)c1sccc1OCc1ccc(F)cc1 | -5 | 0 | 3.4 | 0 | 2 | -0.3 | 6 | -0.2 | 5 | /
COc1cc2ncnc(N[C@H](C)c3ccccc3)c2cc1OC | 5 | / | / | 10 | -19 | 2.6 | -5 | 3.2 | -5 | -2.4
Cc1ccc(S(=O)(=O)N2CCC(C(=O)O)CC2)cc1 | -6 | -2 | 2.8 | -3 | 3 | 0.7 | -4 | 0.9 | 6 | -1.4
Cc1nn(-c2ccccc2)c2nc(C(F)F)cc(C(F)F)c12 | 31 | 0 | 2.4 | -3 | 1 | 0.3 | 0 | 0.5 | -31 | 0.3
O=C(Nc1ccc2c(c1)OCCO2)c1ccc(Br)c(S(=O)(=O)N2CCOCC2)c1 | 65 | / | 0.4 | -20 | -8 | / | -2 | / | -65 | -3.3

A second format for two compounds above.
Structure: O=C(O)CCC(=O)NNC(=O)c1ccc([N+](=O)[O-])cc1
- SR-BI HDL uptake: /
- Wnt bcat act: 0
- phage Ecoli inh: 3.7
- Tat transport: 9
- MITF act: -1
- E coli growth: 0.8
- CAL PDZ FP-1: -7
- AddAB inh: 1.0
- SR-BI uptake up: /
- CAL PDZ FP-2: -3.0
Structure: COc1ccccc1/C=C/C=N/n1c(-c2ccccc2)n[nH]c1=S
- SR-BI HDL uptake: /
- Wnt bcat act: 2
- phage Ecoli inh: -0.6
- Tat transport: -8
- MITF act: 6
- E coli growth: -1.0
- CAL PDZ FP-1: -2
- AddAB inh: -0.4
- SR-BI uptake up: /
- CAL PDZ FP-2: -3.5

Part of the list above, with tabs.
mol	SR-BI HDL uptake	Wnt bcat act	phage Ecoli inh	Tat transport	MITF act	E coli growth	CAL PDZ FP-1	AddAB inh	SR-BI uptake up	CAL PDZ FP-2
CCc1c(C)nc2ncnn2c1NC1CCCc2ccccc21 (centres undefined)	-2	-1	3.4	7	-19	1.1	-1	0.7	2	-1.1
O=C(O)CCC(=O)NNC(=O)c1ccc([N+](=O)[O-])cc1	/	0	3.7	9	-1	0.8	-7	1.0	/	-3.0
COc1ccccc1/C=C/C=N/n1c(-c2ccccc2)n[nH]c1=S	/	2	-0.6	-8	6	-1.0	-2	-0.4	/	-3.5
CCCCN(C)CCCNC(=O)c1cn(CC)c2ccc(S(=O)(=O)N3CCOCC3)cc2c1=O	-9	-2	2.5	-2	11	-4.0	-5	1.8	9	-1.3

Carrying on.
SMILES | SR-BI HDL uptake | Wnt bcat act | phage Ecoli inh | Tat transport | MITF act | E coli growth | CAL PDZ FP-1 | AddAB inh | SR-BI uptake up | CAL PDZ FP-2
CCCCN(CC)CCCNC(=O)c1cn(C)c(=O)c2c1c1ccccc1n2C | -24 | 0 | 1.2 | -5 | 12 | 0.6 | 37* | -1.1 | 24 | /
N#Cc1cc2c([nH]c1=S)CCCC2 | 22 | 3 | 0.0 | -4 | 1 | -0.2 | -2 | 1.9 | -22 | 0.3
Cc1ncccc1C(=O)N1CCCC(C(=O)c2ccc3c4c(cccc24)CC3)C1 (centres undefined) | 48 | -5 | 1.7 | -7 | -4 | 1.6 | -5 | -2.1 | -48 | -3.2
Cc1ccc(-n2c(C)nc3ncnc(-c4ccccc4)c32)cc1 | -8 | -5 | 2.8 | -7 | -10 | -1.1 | -2 | 0.2 | 8 | -2.0
CCCn1c(SCC(=O)N2c3ccccc3CC2C)nnc1-c1ccco1 (centres undefined) | 29 | / | 0.9 | 8 | / | -0.5 | -4 | 0.6 | -29 | -2.5
Cn1nnc2cc(C(=O)N3CCC(c4ccccc4)C3)ccc21 (centres undefined) | -1 | 7 | 3.2 | 6 | 8 | -0.6 | -2 | 1.9 | 1 | 0.1
COc1ccc(NC(=O)CSc2ccc(-c3ccccn3)nn2)cc1OC | -4 | -4 | 9.4 | 6 | 3 | 1.4 | 3 | 0.7 | 4 | -0.6
Cc1ccc(S(=O)(=O)NC2CC2)cc1 | -9 | 0 | 3.6 | 1 | / | -1.2 | -2 | -0.9 | 9 | -0.4
CN(Cc1cccc2cnccc12)C(=O)c1cc(COc2ccc(F)cc2Cl)on1 | 35 | 0 | -0.6 | 8 | 27 | -0.7 | 1 | 0.7 | -35 | -1.0
COc1ccc(C2=NC(CO)(CO)CO2)cc1 | -8 | 6 | 2.7 | 12 | -6 | 0.3 | 1 | 3.9 | 8 | -0.6
Cc1ccc(S(=O)(=O)N(C)C)cc1NC(=O)COC(=O)c1c(C)noc1C | 9 | 1 | 3.3 | -1 | 7 | -1.7 | -2 | -0.3 | -9 | -0.6
CCc1nc(N)c(C#N)c(-c2ccncc2)c1C | 2 | / | -1.5 | -3 | / | 0.5 | -4 | 1.1 | -2 | -0.2
N#Cc1c(F)cccc1NCc1cccs1 | -13 | 1 | -0.6 | 2 | 9 | -2.0 | 5 | -2.1 | 13 | 0.0
CN(NS(=O)(=O)c1ccc(Cl)cc1)c1cnn(C)c(=O)c1Cl | 12 | -1 | 2.6 | 4 | -2 | -0.2 | / | 2.6 | -12 | -0.4
COc1ccccc1NS(=O)(=O)c1ccc2[nH]c(=S)oc2c1 | -19 | -3 | 2.4 | ? | 0 | -0.3 | / | 3.1 | 19 | 1.1
COC(=O)c1c(C(=O)OC)c(-c2ccc(C)cc2)n2c1CS(=O)(=O)C2 | 57 | / | -0.2 | 0 | -31 | 0.8 | -3 | -1.1 | -57 | /
Cc1cc(C)cc(NC(=S)NCCCN2CCOCC2)c1 | -13 | / | 2.2 | -2 | 5 | 3.6 | 1 | 0.4 | 13 | -2.0
COC(=O)C1=C(C)NC(=O)NC1c1ccc2c(c1)OCO2 (centres undefined) | -32 | 0 | 1.9 | -7 | / | 1.0 | 4 | 5.5 | 32 | -0.2
NC(=O)c1ccc(NC(=O)COC(=O)c2c[nH]c3ccccc23)cc1 | 18 | 0 | -3.2 | -1 | -17 | / | -5 | / | -18 | -0.6
CN(CC#CC(O)(c1ccccc1)c1ccccc1)C(C)(C)C | -11 | -2 | 2.5 | -2 | / | 1.6 | -2 | 0.9 | 11 | 0.8
Cc1noc(/C=C/N(C)C)c1S(=O)(=O)N1CCCC(C(=O)N2CCc3ccccc32)C1 (centres undefined) | -4 | -6 | 3.9 | 0 | / | 1.0 | -1 | -1.4 | 4 | 0.6
CCN(CC)C(=O)c1sc(N2C(=O)Nc3ccccc3N2O)c(C(=O)OC)c1C | -7 | -3 | 3.6 | 4 | -7 | 2.3 | -1 | -0.6 | 7 | -2.6
O=C(N/N=C/c1coc2ccccc2c1=O)c1ccccc1 | -3 | 5 | 2.1 | -6 | 1 | 2.3 | 3 | -0.2 | 3 | -3.0
O=C(CN1C(=O)c2cccnc2C1=O)c1ccccc1 | -1 | 12 | 0.3 | -8 | 0 | -2.7 | / | 0.3 | 1 | -0.5
Cc1ccc(C23OC(=O)C(C)(C)C2OC(=O)C3(C)C)cc1 (centres undefined) | -22 | -6 | -0.3 | 4 | 6 | -1.2 | -2 | -2.2 | 22 | /
O=C(/C=C\c1ccc2c(c1)OCO2)NC1(C(=O)Nc2ccc3c(c2)OCO3)CCCCC1 | -6 | -7 | 2.9 | -5 | 6 | -0.2 | / | 2.1 | 6 | -0.1

Screening results from PubChem.
